Screening data deposited in PubChem by several laboratories.
PGE2 EP2 inh: human EP2 receptor antagonists, primary screen, TR-FRET cAMP, C6 glioma cells; AID 1422, 2008; actives 0.52% (n = 260,000); Prostaglandin E2 receptor EP2 subtype (Homo sapiens), P43116; C6 glioma cells expressing human EP2; cells stimulated with saturating PGE2; inhibition, % at 25 µM;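 active = percent inhibition above 40 after rounding to a whole number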;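 note: rat C6 glioma host cells with rolipram phosphodiesterase inhibitor present; the protocol text gives 20 µM as final concentration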
Target sequence (P43116 whole entry, looked up): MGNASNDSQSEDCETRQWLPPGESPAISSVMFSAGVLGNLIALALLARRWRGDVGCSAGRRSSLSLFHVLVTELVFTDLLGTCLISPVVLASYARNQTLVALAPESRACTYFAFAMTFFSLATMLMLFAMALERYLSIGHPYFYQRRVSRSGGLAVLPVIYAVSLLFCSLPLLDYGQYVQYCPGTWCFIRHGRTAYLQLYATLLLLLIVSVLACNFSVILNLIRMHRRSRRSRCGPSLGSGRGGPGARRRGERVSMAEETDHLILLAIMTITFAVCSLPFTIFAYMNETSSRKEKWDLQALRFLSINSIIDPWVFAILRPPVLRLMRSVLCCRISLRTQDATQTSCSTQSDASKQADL
L929 necroptosis: inhibitors of zVAD-triggered necroptosis, primary screen, L929 cells; L929 zVAD necroptosis rescue, ATP luminescence, 24 h; with zVAD 60 µM; viability rescue, % at 10 µM; actives 0.38% (n = 220,000); AID 1377, 2008;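 active = activation, scaled between plate controls, above about 75%, limit read from the data; inactive = activation under that limit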;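 note: 0% = zVAD with DMSO and 100% = DMSO alone without zVAD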
EP2 mod: EP2 receptor modulators, cAMP readout, primary screen, cell-based, HTRF cAMP, PGE2 stimulation; EP2-expressing cells, cAMP HTRF FRET, PGE2 co-stimulation; AID 940, 2007; induction, % at 25 µM; actives 0.83% (n = 260,000);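 active = compounds whose cAMP rise, as percent of the full-agonist control response, exceeds 60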;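 note: rat C6 glioma line stably carrying human EP2 under a CMV promoter; the protocol text gives 20 µM as final concentration; 100% = response of wells given 1 µM PGE2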
TNF death inh: inhibitors of TNF-alpha triggered necroptosis, primary screen, cell-based, Jurkat FADD-/-, single concentration | activation (protection from cell death), % at 10 µM | Jurkat FADD-/- TNF necroptosis rescue, ATP luminescence, 24 h; 0 = TNF only, 100 = no-TNF cells | actives 0.068% (n = 220,000);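 active = activation, meaning protection from cell death, of at least 50% relative to plate controls; inactive = activation below 50%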;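 note: necroptosis triggered by 40 ng/mL TNF-alpha added together with compound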
Runt-SMMHC FRET: inhibitors of RUNX1 Runt–CBFb-SMMHC binding, primary screen, biochemical, FRET, Cerulean-Runt, Venus-CBFb-SMMHC, uHTS. Runt-related transcription factor 1 (Homo sapiens) + Core-binding factor subunit beta …. Cerulean-Runt/Venus-CBFb-SMMHC FRET ratio 530/480, 1 h. inhibition, % at 20 µM. actives 0.74% (n = 220,000);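 active = mean inhibition across duplicate retests at 20 µM reaching about 50%, limit read from the data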;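 note: 0% = DMSO wells and 100% = wells with excess untagged CBFb-SMMHC; inhibitors lower the FRET ratio by blocking Runt binding to CBFb-SMMHC; some results filed as inactive read as strong as hits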
Target sequence (Q01196 whole entry, looked up): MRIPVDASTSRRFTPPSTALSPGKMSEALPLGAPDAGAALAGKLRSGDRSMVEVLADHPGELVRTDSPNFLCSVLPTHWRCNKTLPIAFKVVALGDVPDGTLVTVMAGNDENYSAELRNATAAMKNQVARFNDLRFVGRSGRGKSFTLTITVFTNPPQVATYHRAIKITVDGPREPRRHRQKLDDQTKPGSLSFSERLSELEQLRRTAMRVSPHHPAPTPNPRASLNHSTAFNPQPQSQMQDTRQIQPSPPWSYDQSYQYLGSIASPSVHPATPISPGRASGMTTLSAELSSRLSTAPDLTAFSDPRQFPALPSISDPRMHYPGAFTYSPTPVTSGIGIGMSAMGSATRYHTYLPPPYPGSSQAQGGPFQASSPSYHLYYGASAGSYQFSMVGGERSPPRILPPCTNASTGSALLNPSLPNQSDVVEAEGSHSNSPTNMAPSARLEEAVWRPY
Target sequence (Q13951 whole entry, looked up): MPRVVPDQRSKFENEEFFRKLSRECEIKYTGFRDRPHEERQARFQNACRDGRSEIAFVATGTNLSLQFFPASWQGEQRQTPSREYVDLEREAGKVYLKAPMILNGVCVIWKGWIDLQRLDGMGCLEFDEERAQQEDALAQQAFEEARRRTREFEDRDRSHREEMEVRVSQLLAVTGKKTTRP
RBBP9 inh: human RBBP9 inhibitors, primary screen, biochemical, fluorescence polarization, FP-Rh probe, HTS; inhibition, % at 7.94 µM; AID 1515, 2009; Serine hydrolase RBBP9 (Homo sapiens), O75884; recombinant RBBP9; actives 0.2% (n = 220,000);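 active = inhibition above the campaign mean of all tested compounds plus 3 SD, cut at about 14% in these data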;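 note: plate controls were DMSO wells with RBBP9 for no effect and wells lacking RBBP9 protein for full effect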
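Test system: recombinant human RBBP9; Timing: 30 min then 45 min, 25 °C; Detection: fluorescence polarization; Control set: RBBP9 with DMSO as uninhibited control, no-protein wells as full inhibition; Compound dosing: one concentration, 7.94 µM nominal, 0.794% DMSO; Probe or stimulus: FP-Rh activity-based probe, 375 nM before mixing.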
PERK inhibitor: block of dimerizer-induced PERK translation repression, primary screen, PERK inhibitor project, CHO PERK-DD cells, SEAP luminescence, HTS; Eukaryotic translation initiation factor 2-alpha kinase 3 (Homo sapiens), Q9NZJ5; CHO PERK-DD fusion, SEAP luminescence translation reporter; inhibition, % at 5.6 µM; actives 0.17% (n = 220,000);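 active = inhibition above the mean inhibition of all tested compounds plus 3 SD, set separately per screening campaign, cut at about 2.9% in these data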;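 note: PERK kinase domain activated by AP20187 dimerizer at 100 nM; 0% = DMSO with dimerizer and 100% = rapamycin at 8.4 µM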
Hck-Nef inh: inhibitors of Nef-activated human Hck kinase, primary screen, biochemical, Z-Lyte FRET, 384-well, Hck-YEEI; Tyrosine-protein kinase HCK (Homo sapiens), P08631; Recombinant Hck-YEEI plus Nef, Z-Lyte FRET kinase assay; inhibition, % at 20 µM; actives 0.68% (n = 220,000); AID 463187, 2010;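 active = Hck-Nef kinase inhibition above about 50%, limit read from the data; inactive = inhibition below that limit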;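 note: 0% = DMSO with Hck plus Nef and 100% = Hck alone without Nef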
Runt-CBFb FRET: inhibitors of RUNX1 Runt–CBFb binding, primary screen, biochemical, FRET, Cerulean-Runt, Venus-CBFb, uHTS; Cerulean-Runt/Venus-CBFb FRET ratio 530/480, 1 h; actives 0.46% (n = 220,000); inhibition, % at 20 µM;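 active = inhibition over about 50% at 20 µM in the single-dose screen, limit read from the data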;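 note: 0% = DMSO wells and 100% = excess unlabeled CBFb competitor control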
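Reagent – Venus-CBFb binding partner, 100 nM · Assay system – Cerulean-tagged RUNX1 Runt domain (FRET donor) fusion protein · Input – 100 nM per protein · Incubation – two 1 h room-temperature incubations shielded from light · Measured by – FRET fluorescence · Medium – Tris buffer pH 7.5 with salts and BSA · Benchmarks – unlabeled CBFb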
* hit, by the source's call; · = not tested or not shown; & = joins results of further samples.

SMILES	PGE2 EP2 inh	L929 necroptosis	EP2 mod	TNF death inh	Runt-SMMHC FRET	RBBP9 inh	PERK inhibitor	Hck-Nef inh	Runt-CBFb FRET
COc1ccc(CNCCSc2nnnn2C)cc1OC	9	-0.2	17	1.7	-5	3	-0.2	5	1
Cc1cc(C)n(C(=O)c2cc3c(s2)CCCC3)n1	17	0.8	23	0.7	-6	-1	0.3	-1	-3
CN(C)/C=C(/C(=O)c1ccc(Cl)c(Cl)c1)c1nnnn1-c1ccccc1	7	-0.4	5	1.5	-4	-6	1.9	2	0
COCCNC(=S)N/N=C(\C)c1ccc(C)c([N+](=O)[O-])c1	7	0.3	-2	0.6	2	2	0.5	-1	-1
CS(=O)(=O)N(CC(=O)Nc1ccc2c(c1)OCO2)Cc1ccccc1	5	0.2	5	-1.8	0	2	-0.4	6	2
CCOc1cc(/C=N\NC(=O)c2ccc(C)nc2)cc([N+](=O)[O-])c1O	6	0.3	20	-1.2	-1	-6	1.1	-1	1
CCNS(=O)(=O)c1ccc(NC(=O)c2cc(C(F)(F)F)nn2C)cc1	12	1.0	-11	0.0	3	-6	-0.5	1	-1
NS(=O)(=O)c1cc(C2(O)NC(=O)c3ccccc32)ccc1Cl (stereo not drawn)	8&19	0.1	11&16	-1.9	-3	7	-0.9	-7	1
O=C(CSc1nnc2c(n1)[nH]c1ccc(S(=O)(=O)N3CCOCC3)cc12)Nc1ccc(F)c(F)c1	1	0.9	-18	1.6	-6	1	1.8	0	-6
CCOC(=O)c1cnc2c(C)c(Cl)ccc2c1N1CCOCC1	·	0.9	5	0.6	5	1	0.2	0	-3
O=C(NNC(=S)NC(=O)c1ccco1)c1ccc(F)cc1	8	0.1	20	-3.3	0	-2	0.4	4	6
Cc1ccc(Nc2ccc(C(=O)N3CCCC3)cn2)c(C)c1	7	0.1	-17	-0.6	1	-5	-0.9	2	1
S=C1NCN(Cc2ccco2)CN1Cc1ccco1	3	-0.6	2	0.4	1	-5	1.0	2	-2
CCOc1ncccc1C(=O)NCc1ccccc1F	11	6.2	15	0.1	3	5	1.3	1	1
CN1C(=O)C2C(c3ccc(N(C)C)cc3)NN(Cc3ccccc3)C2C1=O (stereo not drawn)	4	0.0	-24	-1.9	-2	-3	1.4	22	6
COc1cccc(N2CC(O)=C(c3ccccc3)C2=N)c1	·	-0.1	6	-0.4	-1	-11	0.4	0	-2
CCOc1cc(C(=O)CSc2nnc(CNc3ccc(Cl)cc3)o2)ccc1NC(=O)CC	9	0.0	-14	-0.7	-2	-5	-1.1	7	-1
CCOC(=O)C1=C(O)/C(=C/c2cc(OC)c(OC)c(OC)c2)SC1=Nc1ccc(OC)cc1	·	2.3	1	-8.0	-12	-6	-0.3	-1	·
COc1ccc(CC(=O)NC(C)(C)C)cc1S(=O)(=O)N1CCOCC1	-1	-1.1	14	-1.7	0	-1	0.7	5	0
COc1ccc(C)cc1NC(=O)Nn1cnnc1	2	-0.2	8	0.0	1	0	0.0	1	-2
COC(=O)C1=C(CSc2nc3c(cc2C#N)CN(C)CC3)OC(N)=C(C#N)C1c1ccc(F)cc1 (stereo not drawn)	6	-0.2	-22	-3.3	30	2	0.5	21	32
O=c1c(Cl)c(N2CCN(c3ccc(F)cc3)CC2)cnn1C12CC3CC(CC(C3)C1)C2	6	3.1	17	2.2	2	-4	-1.3	0	2
Cc1ccc(C(=O)NC(=S)NCC2CCCO2)cc1 (stereo not drawn)	9	0.0	-21	-2.1	-5	-6	-1.2	2	-2
CC12CCC(C(=O)O)(C/C1=N\O)C2(C)C (stereo not drawn)	4&8	0.7&0.0	0&5	-0.3&-0.8	-1&-1	3&-3	1.9&0.9	8&1	1&2
CC(C)N(CC(N)=O)C(=O)Cc1coc2cc3c(cc12)CCC3	7	0.7	-5	-1.2	-3	-8	0.6	2	0
Cc1csc(SCC(=O)NCc2ccccc2Cl)n1	0	-0.8	-20	0.8	-1	-12	-0.4	-20	-1
O=C(O/N=C\c1ccc(N2CCCCC2)c([N+](=O)[O-])c1)c1cccc(C(F)(F)F)c1	14	0.4	2	-3.4	-8	-7	1.4	1	-2
Cc1nc(SCC#N)c2c3c(sc2n1)CCC3	10	0.0	-9	-5.1	-3	-1	0.9	3	1
Cc1onc(-c2c(F)cccc2Cl)c1C(=O)ONC(=O)c1ccccc1	7	0.7	-14	-3.5	1	-2	1.2	13	0
CSC(=O)NC12CC3CC(CC(C)(C3)C1)C2	5	3.3	3	0.4	2	-16	-0.2	0	-1
CCOC(=O)C1CCN(S(=O)(=O)c2ccc(NC(=O)OC)cc2)CC1	13	0.4	-10	-0.1	5	-12	-0.1	-14	1
O=C(O/N=C1\CCS(=O)(=O)c2sccc21)c1ccc(F)cc1	9	0.4	-4	-1.1	-4	-8	0.7	7	0
Cc1cc(C)cc(OCC(=O)NNC(=O)c2ccoc2C)c1	6	-0.1	-2	-2.5	-2	-1	0.3	-1	0
Cc1ccc(-c2cc(C(=O)NCC3CCCO3)c3ccccc3n2)cc1C (stereo not drawn)	11	1.9	-44	-1.9	2	-3	-0.2	18	-6
COCCn1c(SCC(=O)N2CCCC2)nnc1-c1ccoc1C	15	-0.1	0	-2.7	2	-3	0.5	1	-2
CCOC(=O)COc1ccc(C2CC(C)=NN2c2ccccc2)cc1 (stereo not drawn)	21	8.3	16	1.8	9	-2	1.1	21	1
CCC(CC)C(=O)Nc1ccc(Cl)c(Cl)c1	7	0.5	-46	1.6	-3	-12	-0.7	-2	0
COc1ccc(-c2nc(CS(=O)CC(=O)NCc3ccccn3)c(C)o2)cc1 (stereo not drawn)	·	0.8	28	0.0	1	0	0.4	14	·
CCCCC(=O)Nc1cccc(-c2nnc(-c3ccccc3)o2)c1	14	0.0	-33	1.4	-6	-11	-1.2	-4	-2
Cc1nc2ccccc2c2c1C(=O)N(c1ccc(C(=O)O)cc1)C2=O	5	0.6	15	0.0	-4	-9	0.0	13	2
COC(=O)CN1C(=O)C(O)(CC(=O)c2cccc(Br)c2)c2ccccc21 (stereo not drawn)	17	1.0	11	-0.1	0	-7	0.3	7	1
Cc1nn(C)c(C(=O)N/N=C/c2ccccc2)c1[N+](=O)[O-]	10	3.0	-9	-1.0	3	-3	1.0	-19	1
Nc1ccccc1SCc1cc([N+](=O)[O-])cc2c1OCOC2	-1	0.3	20	-5.5	-11	-6	-1.0	2	-2
CC1=NN(c2nc(-c3ccc(C)cc3)cs2)C(=O)C1N=Nc1ccc2ccccc2c1 (stereo not drawn)	11	0.4	7	-3.1	0	1	-0.5	5	-2
Cn1cc(Cl)c(C(=O)OCC(=O)Nc2ccccc2)n1	17	0.1	-13	-1.2	-4	-13	-0.1	3	0
COc1ccc(C(=O)CSc2ccc3nnc(-c4cccnc4)n3n2)cc1	6	0.4	-22	-1.0	2	-5	0.4	13	2
O=C(Cc1cccs1)N1CCN(S(=O)(=O)c2ccccc2)CC1	10	-0.3	-7	0.5	-2	-5	-0.1	3	0
Cc1nc2c3ccccc3n(CCN3CCCCC3)c2s1	·	-0.1	0	0.0	0	-8	-1.5	-23	1
COc1ccc(-c2nsc3c(SCC(=O)Nc4cc(C)ccc4C)ncnc23)cc1	8	1.7	1	-0.8	-11	-1	1.3	1	-3
CC(=O)Oc1ccc(/C=c2\sc3ncnn3c2=O)cc1	5	-0.1	16	0.4	2	6	1.2	0	-3
Cc1nc([N+](=O)[O-])c(Br)n1CC(=O)c1ccc(Cl)cc1	6	-0.7	23	-11	-4	-4	-0.6	-1	2
CCCc1cc(=O)[nH]c(SCC(=O)c2c(C)[nH]c3ccccc23)n1	3	0.4	-16	0.8	-1	-8	-1.1	4	-1
O=[N+]([O-])c1cc([N+](=O)[O-])c2cccnc2c1Oc1ccccc1O	27	1.8	1	-7.6	11	-6	-0.9	-1	18
Cn1c(NC(=O)C2CCCO2)cc(=O)n(C)c1=O (stereo not drawn)	·	2.6	-9	0.3	2	-7	0.9	1	0
O=C(Nc1ccccc1C(=O)N1CCCC1)c1ccccc1	5	-0.3	33	0.2	-5	-3	0.5	16	-2
COc1ccc2[nH]c(=O)c(CN(Cc3cccnc3)C(=O)Nc3ccccc3)cc2c1	8&8	-0.1	38	-5.2	-2	-13	-1.7	-18	0
O=C1C2CCCN2C(c2ccc(Br)cc2)N1c1ccc(F)cc1 (stereo not drawn)	3	0.1	-2	0.6	2	-11	0.1	1	1
Cc1nc(N2CCCCC2)sc1C(=O)c1ccc(Cl)c([N+](=O)[O-])c1	7	-0.9	-12	-5.8	-7	-6	0.0	2	0
O=C(NCc1ccoc1)c1ccc(NC(=O)c2ccccc2Cl)cc1	10	0.1	-10	1.9	-2	-9	-0.5	0	0
Cc1nnc(SCC(=O)Nc2nsc(-c3ccccc3)n2)s1	10	0.8	-34	0.0	-2	-12	0.8	2	-2
Further records:
SMILES	PGE2 EP2 inh	L929 necroptosis	EP2 mod	TNF death inh	Runt-SMMHC FRET	RBBP9 inh	PERK inhibitor	Hck-Nef inh	Runt-CBFb FRET
Brc1ccccc1-c1nnc2sc(Cc3ccccc3)nn12	10	0.2	1	-1.5	2	-3	0.6	1	3
Cc1cc(=O)c2ccccc2[nH]1	11	1.5	11	0.8	0	0	1.2	1	-1
Cc1ccc(NC(=O)CSc2nccc(=O)[nH]2)c(S(=O)(=O)N2CCOCC2)c1	19	4.8	-8	2.4	-6	0	1.5	-2	-3
O=C1Nc2ccccc2C12OCCS2 (stereo not drawn)	9	·	20	·	-2	·	·	·	-1
CCc1ccc2[nH]c(=O)c(C(c3nnnn3CCOC)N3CCN(c4ccccc4F)CC3)cc2c1 (stereo not drawn)	6	2.3	46	-2.3	5	-6	0.2	4	11
O=C(Nc1ccc2c(c1)OCO2)C1CCCN(c2nc3ccccc3s2)C1 (stereo not drawn)	6	0.0	-11	-1.7	0	-11	-0.6	-1	2
CC1C=CCC2C(=O)N(c3ccc(OC(=O)c4ccco4)cc3)C(=O)C12 (stereo not drawn)	7	-2.2	-7	0.2	0	-5	1.0	14	1
CC(NC(=O)OCc1ccccc1)C(=O)NCC1CCCO1 (stereo not drawn)	4&9	0.1	11&7	-2.4	-7	-11	1.3	2	-3

An excerpt; the hit share may differ from the screen's.
